# Assay outcomes (PubChem)
# Mtb BioA inh: BioA (M. tuberculosis) enzyme inhibition; purified M. tuberculosis BioA enzyme, plate reader; inhibition, % at 9.99 µM; hit rate 0.096% among 360,000; AID 602481; in the data active means inhibition above about 40%
# * marks the source's active call; other numbers are inactive results. The list is partial, so the mix of outcomes need not match the whole.
mol	Mtb BioA inh
C[C@H]1CCCCO[C@@H](CN(C)S(=O)(=O)c2cccs2)[C@@H](C)CN([C@@H](C)CO)C(=O)c2cc(NC(=O)Nc3ccc(F)cc3)ccc2O1	-3.7
CCS(=O)(=O)NCC[C@@H]1CC[C@@H](NC(=O)C2CCC2)[C@H](CO)O1	-2.4
C[C@@H]1CN([C@H](C)CO)C(=O)c2cccc(NC(=O)Nc3ccc(F)cc3)c2O[C@H]1CN(C)Cc1ccc(C(=O)O)cc1	0.7
C[C@@H]1CN([C@H](C)CO)S(=O)(=O)c2ccc(-c3cncnc3)cc2O[C@H]1CN(C)C(=O)Cc1ccccc1	0.7
C[C@@H]1CN([C@@H](C)CO)C(=O)Cc2cc(NC(=O)CCCCCC(=O)Nc3ccccc3N)ccc2O[C@H]1CN(C)S(=O)(=O)c1ccc(F)cc1	-0.9
C[C@@H]1CN([C@H](C)CO)C(=O)c2cccc(NC(=O)C3CCCCC3)c2O[C@H]1CN(C)S(=O)(=O)c1ccccc1	-3.4
C[C@@H]1CN([C@H](C)CO)C(=O)Cc2cc(NC(=O)Cn3cnnn3)ccc2O[C@H]1CN(C)S(C)(=O)=O	0.2
CC(C)NC(=O)N[C@H]1CC[C@H](CCn2cc(-c3ccccc3)nn2)O[C@H]1CO	0.3
C[C@@H]1CN([C@@H](C)CO)C(=O)Cc2cc(NC(=O)CCN3CCOCC3)ccc2O[C@H]1CN(C)C(=O)Nc1ccc(F)cc1	2.1
C[C@H](O)C#Cc1ccc([C@@H]2[C@H]3CN(C(=O)c4ccncc4)CCCCN3[C@H]2CO)cc1	-0.8
COCC(=O)Nc1ccc2c(c1)OC[C@H](C)N(C(=O)Cc1ccccn1)C[C@H](C)[C@H](OC)CN(C)C2=O	-2.0
CN(C)C(=O)c1ccc(-c2ccc([C@@H]3[C@@H](C#N)N(C(=O)C4CCC4)[C@H]3CO)cc2)cc1	-1.9
C[C@@H]1CN([C@H](C)CO)C(=O)c2cc(C#CCN(C)C)cnc2O[C@H]1CN(C)Cc1ccc(-c2ccccc2)cc1	4.3
CN1C(=O)c2cc(NC(=O)C3CCOCC3)ccc2OC[C@@H]2O[C@H](CC(=O)NCc3ccc4c(c3)OCO4)CC[C@H]21	-0.6
O=C(Nc1ccc(F)cc1)N[C@@H]1CC[C@H](CC(=O)N2CCOCC2)O[C@H]1CO	3.2
C[C@@H]1CN([C@@H](C)CO)C(=O)c2cc(NC(=O)C3CCCCC3)ccc2O[C@@H](C)CCCCO[C@H]1CN(C)C(=O)CCCN(C)C	-3.6
C[C@@H]1CN([C@@H](C)CO)C(=O)c2cc(-c3ccccc3F)cnc2O[C@@H]1CN(C)C	-0.6
C[C@@H]1CN([C@@H](C)CO)C(=O)c2cc(C#CC3CCCC3)cnc2O[C@@H]1CN(C)S(=O)(=O)c1cccc(F)c1	4.8
CCCNC(=O)N[C@@H]1CC[C@@H](CCn2cc(C3CC3)nn2)O[C@@H]1CO	2.1
Cc1noc(C)c1NC(=O)N(C)C[C@H]1Oc2ccc(NC(=O)NC(C)C)cc2C(=O)N([C@@H](C)CO)C[C@@H]1C	-2.2
O=S(=O)(N[C@H]1CC[C@@H](CCn2cc(C3(O)CCCC3)nn2)O[C@@H]1CO)c1ccccc1	-4.7
C[C@H]1CCCCO[C@H](CN(C)S(=O)(=O)c2cccs2)[C@@H](C)CN([C@@H](C)CO)C(=O)c2cc(NC(=O)NC3CCCCC3)ccc2O1	-2.8
C=CC1c2ccccc2/C=C(C(=O)OC)\C(C(=O)OC)=C/N1Cc1ccc(OC)cc1 (configuration not stated)	-2.2
C[C@H]1CN([C@@H](C)CO)C(=O)c2cc(NC(=O)Cc3cn(C)c4ccccc34)ccc2O[C@@H]1CN(C)S(=O)(=O)c1ccc(F)cc1	-2.3
COc1ccc(CN(C)C[C@H]2OCCCC[C@H](C)Oc3ccc(NC(=O)Nc4ccc(C(F)(F)F)cc4)cc3C(=O)N([C@@H](C)CO)C[C@@H]2C)cc1	-0.2

# Looked up above:
# For Mtb BioA inh, `O=C(Nc1ccc(F)cc1)N[C@@H]1CC[C@H](CC(=O)N2CCOCC2)O[C@H]1CO` reads 3.2
# For Mtb BioA inh, `C[C@H]1CCCCO[C@H](CN(C)S(=O)(=O)c2cccs2)[C@@H](C)CN([C@@H](C)CO)C(=O)c2cc(NC(=O)NC3CCCCC3)ccc2O1` reads -2.8
# For Mtb BioA inh, `COCC(=O)Nc1ccc2c(c1)OC[C@H](C)N(C(=O)Cc1ccccn1)C[C@H](C)[C@H](OC)CN(C)C2=O` reads -2.0

# Further compounds:
mol	Mtb BioA inh
CCNC(=O)C[C@@H]1C=C[C@@H](NC(=O)C2CCC2)[C@H](CO)O1	2.7
COc1ccc(S(=O)(=O)N(C)C[C@H]2OCCCC[C@H](C)Oc3ccc(NC(=O)NC(C)C)cc3C(=O)N([C@H](C)CO)C[C@@H]2C)cc1	-0.1
CCCN1C[C@@H](C)[C@H](OC)CN(C)C(=O)c2ccc(NC(=O)c3ccccc3F)cc2OC[C@@H]1C	0.4
COc1ccc(NC(=O)Nc2cccc3c2O[C@H](CN(C)Cc2ccc(Oc4ccccc4)cc2)[C@H](C)CN([C@H](C)CO)C3=O)cc1	4.3
C[C@@H]1CN([C@@H](C)CO)C(=O)c2cc(NC(=O)C3CCCCC3)ccc2O[C@@H](C)CCCCO[C@H]1CN(C)S(=O)(=O)c1ccc(F)cc1	-2.0
CCCC(=O)Nc1ccc2c(c1)C(=O)N(C)C[C@H](OC)[C@@H](C)CN(Cc1ccccc1F)[C@@H](C)CO2	0.5
C[C@@H]1CCCCO[C@H](CN(C)C(=O)Nc2ccc(C(F)(F)F)cc2)[C@@H](C)CN([C@@H](C)CO)C(=O)c2cc(NC(=O)c3ccncc3)ccc2O1	-3.0
CC(=O)N1[C@@H]2Cn3c(ccc(-c4cncnc4)c3=O)[C@H]1[C@@H](C(=O)NC1Cc3ccccc3C1)[C@@H]2CO	-0.9
C[C@H](CO)N1C[C@H](C)[C@H](CN(C)C(=O)Nc2ccccc2)OCCCC[C@H](C)Oc2ccc(NC(=O)NC3CCCCC3)cc2C1=O	-1.7
C[C@@H]1CCCCO[C@@H](CN(C)C(=O)Cc2ccccc2)[C@@H](C)CN([C@@H](C)CO)C(=O)c2cc(NS(=O)(=O)c3cn(C)cn3)ccc2O1	1.4
O=C(C[C@H]1CC[C@@H]2[C@H](COC[C@H](O)CN2C(=O)C2CC2)O1)NCc1ccccc1Cl	0.0
O=C(C[C@H]1CC[C@H](NC(=O)Nc2cccc(F)c2)[C@H](CO)O1)NCC1CC1	2.2
CO[C@@H]1CN(C)C(=O)c2ccc(NC(=O)c3ccccn3)cc2OC[C@@H](C)N(CCC(F)(F)F)C[C@H]1C	1.1
CN(C)c1ccc2c(c1)[C@@H]1C[C@H](CC(=O)NCc3ccc(Oc4ccccc4)cc3)O[C@@H](CO)[C@@H]1O2	1.6
C[C@@H]1CN([C@@H](C)CO)C(=O)c2cc(C3=CCCCC3)cnc2O[C@@H]1CN(C)S(=O)(=O)c1cn(C)cn1	-1.1
C[C@H]1CN([C@@H](C)CO)C(=O)c2cc(C#CC(C)(C)O)cnc2O[C@@H]1CN(C)C(=O)C1CCOCC1	-0.7
C[C@@H]1CN([C@@H](C)CO)C(=O)c2cc(-c3ccccc3F)cnc2O[C@H]1CN(C)C(=O)C1CCC1	6.4
O=C(Cc1ccccn1)N[C@@H]1CC[C@H](CCn2cc(-c3ccccc3)nn2)O[C@@H]1CO	0.0
COc1ccc(S(=O)(=O)Nc2ccc3c(c2)C(=O)N([C@H](C)CO)C[C@@H](C)[C@H](CN(C)CC2CC2)O3)cc1	-2.7
Cc1noc(C)c1S(=O)(=O)Nc1ccc2c(c1)C(=O)N([C@@H](C)CO)C[C@@H](C)[C@H](CN(C)S(C)(=O)=O)O2	-0.5
Cc1ccc(S(=O)(=O)N(C)C[C@H]2Oc3ncc(-c4ccccc4)cc3C(=O)N([C@H](C)CO)C[C@@H]2C)cc1	-0.1
O=C(Nc1ccccc1)N1CCCCN2[C@H](CO)[C@@H](c3ccc(-c4ccccc4F)cc3)[C@@H]2C1	6.8
CO[C@@H](CN(C)C(=O)C1CCOCC1)[C@@H](C)CN(C(=O)Nc1ccc(F)cc1)[C@@H](C)CO	0.1
COc1ccc(NC(=O)N2CCCCN3[C@H](C2)[C@H](c2ccc(-c4ccccc4C)cc2)[C@@H]3CO)cc1	0.9
COc1ccc(NC(=O)N2C[C@H](O)COC[C@@H]3O[C@H](CC(=O)NCc4ccncn4)CC[C@H]32)cc1	2.8

# (next part)
molecule	Mtb BioA inh
O=C(N[C@H]1CC[C@@H](CCn2cc(-c3ccccn3)nn2)O[C@@H]1CO)c1ccc(F)cc1	2.8
Cc1noc(C)c1S(=O)(=O)N(C)C[C@@H]1Oc2ccc(NS(=O)(=O)c3ccccc3)cc2CC(=O)N([C@@H](C)CO)C[C@@H]1C	-1.7
O=C(C[C@H]1CC[C@@H]2[C@H](COC[C@H](O)CN2Cc2cccc(F)c2)O1)NCc1ccncc1	-1.1
C[C@H](CO)N1C[C@H](C)[C@H](CN(C)S(=O)(=O)c2cn(C)cn2)Oc2ccc(NC(=O)Nc3cccc4ccccc34)cc2CC1=O	2.7
C[C@H]1CN([C@@H](C)CO)C(=O)CCCn2cc(nn2)CO[C@@H]1CN(C)Cc1ccccc1C(=O)O	-1.2
O=C(c1cccnc1)N1C[C@H]2[C@@H](c3ccccc31)[C@H](CO)N2C(=O)Nc1cccc(F)c1	2.1
C[C@@H]1CN([C@H](C)CO)C(=O)c2cc(NC(=O)Nc3cccc4ccccc34)ccc2O[C@@H]1CN(C)S(=O)(=O)c1cccs1	1.1
C[C@@H]1CN([C@H](C)CO)C(=O)c2cc(N(C)C)ccc2O[C@@H]1CN(C)Cc1ccc(C(=O)O)cc1	0.6
CO[C@H](CN(C)C(=O)c1ccc2c(c1)OCO2)[C@@H](C)CN([C@@H](C)CO)S(=O)(=O)c1ccc(C)cc1	4.2
O=C(C[C@@H]1CC[C@@H](NC(=O)Nc2ccc(C(F)(F)F)cc2)[C@@H](CO)O1)NCc1ccccn1	-1.0
C[C@@H]1CCCCO[C@@H](CN(C)CC2CC2)[C@@H](C)CN([C@H](C)CO)C(=O)c2cc(NS(=O)(=O)c3ccccc3)ccc2O1	-1.9
O=C(C[C@H]1C[C@H]2c3cc(NC(=O)C4CCOCC4)ccc3O[C@H]2[C@@H](CO)O1)NCc1ccncc1	-0.9
CO[C@H]1CN(C)C(=O)c2cc(NC(=O)c3nc4ccccc4s3)ccc2OC[C@@H](C)NC[C@@H]1C	-1.1
CCCNC(=O)C[C@H]1C[C@H]2c3cc(NC(=O)Cc4ccncc4)ccc3O[C@H]2[C@H](CO)O1	-1.3
COc1cccc(S(=O)(=O)N[C@H]2CC[C@H](CC(=O)NCc3ccccc3)O[C@@H]2CO)c1	-0.5
Cc1ccc(S(=O)(=O)N2CC[C@@H]3[C@@H](CO)N(C)c4ccc(-c5ccccc5F)cc4[C@@H]32)cc1	1.1

# Rewritten with each value named: part of the list above.
C[C@@H]1CCCCO[C@@H](CN(C)CC2CC2)[C@@H](C)CN([C@H](C)CO)C(=O)c2cc(NS(=O)(=O)c3ccccc3)ccc2O1
  Mtb BioA inh: -1.9
O=C(C[C@H]1C[C@H]2c3cc(NC(=O)C4CCOCC4)ccc3O[C@H]2[C@@H](CO)O1)NCc1ccncc1
  Mtb BioA inh: -0.9
CO[C@H]1CN(C)C(=O)c2cc(NC(=O)c3nc4ccccc4s3)ccc2OC[C@@H](C)NC[C@@H]1C
  Mtb BioA inh: -1.1
Cc1ccc(S(=O)(=O)N2CC[C@@H]3[C@@H](CO)N(C)c4ccc(-c5ccccc5F)cc4[C@@H]32)cc1
  Mtb BioA inh: 1.1

# New compounds follow.
molecule	Mtb BioA inh
CO[C@@H]1CN(C)C(=O)c2ccc(NC(=O)c3ccccc3F)cc2OC[C@H](C)NC[C@@H]1C	1.6
CCC(=O)N1[C@@H]2Cn3c(ccc(-c4ccccc4)c3=O)[C@H]1[C@@H](C(=O)N(C)C)[C@@H]2CO	-0.5
C[C@H]1CN([C@@H](C)CO)C(=O)Cc2cc(NS(C)(=O)=O)ccc2O[C@H]1CN(C)Cc1ccc(C(=O)Nc2ccccc2N)cc1	0.9
COc1cccc(CNC(=O)C[C@H]2CC[C@@H]3[C@@H](COc4ccc(NC(=O)c5cccs5)cc4C(=O)N3C)O2)c1	10
C[C@H]1CN([C@@H](C)CO)S(=O)(=O)c2ccc(C#CC3CC3)cc2O[C@H]1CN(C)C(=O)c1ccccc1	1.1
COc1ccc(-c2cn(CCNC(=O)[C@H](Cc3ccccc3)NS(=O)(=O)c3ccc(C)cc3)nn2)cc1OC	1.0
O=C(C[C@H]1C[C@@H]2c3cc(NC(=O)Nc4ccccc4F)ccc3O[C@@H]2[C@H](CO)O1)NCc1ccc2c(c1)OCO2	0.8
COC(=O)C[C@@H]1C[C@H]2c3cc(NC(=O)Nc4ccccc4)ccc3O[C@H]2[C@H](CO)O1	2.2
Cc1noc(C)c1S(=O)(=O)N(C)C[C@H]1Oc2ccc(NC(=O)Nc3ccc4c(c3)OCO4)cc2CC(=O)N([C@H](C)CO)C[C@@H]1C	0.2
CO[C@@H]1CN(C)C(=O)c2ccc(NC(=O)Nc3ccc4c(c3)OCO4)cc2OC[C@H](C)NC[C@@H]1C	-1.1
C[C@@H]1CCCCO[C@@H](CN(C)S(=O)(=O)c2ccc(Cl)cc2)[C@H](C)CN([C@H](C)CO)C(=O)c2cc(NC(=O)NC3CCCCC3)ccc2O1	-0.3
C[C@H]1CN([C@@H](C)CO)C(=O)Cc2cc(NC(=O)CCC(F)(F)F)ccc2O[C@@H]1CN(C)Cc1ccc(Cl)c(Cl)c1	0.5
CCCN(C)C[C@H]1OCCCC[C@@H](C)Oc2ccc(NS(=O)(=O)c3ccc(OC)cc3)cc2C(=O)N([C@H](C)CO)C[C@@H]1C	0.2
C[C@H](CO)N1C[C@H](C)[C@H](CN(C)C(=O)Nc2cccc3ccccc23)Oc2ccc(NC(=O)Nc3ccc(F)cc3)cc2CC1=O	-3.2
